Shn3 3UTR inh: reduction of Shn3 3'UTR firefly luciferase signal, primary screen, Schnurri-3 inhibitor project, cell-based, Clone20 osteoblasts, set 2; Clone20 osteoblast Shn3 3'UTR firefly luciferase, 24 h; inhibition, % at 12.5 µM; 0.52% of 360,000 active;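 active = mean inhibition of at least 75% with every replicate also reaching 75%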;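 also: 0% = median of neutral control wells and 100% = pilot-screen positive control compound; some compounds past the cut are filed as inactive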
TWEAK-Fn14 inh: inhibitors of TWEAK-Fn14 signaling, primary screen, luciferase reporter cells, uHTS | TWEAK-stimulated Fn14 reporter cells, luciferase luminescence, 8 h | inhibition, % at 10 µM | 2% of 360,000 active | AID 1159606, 2016; in the data active = inhibition above about 50%
CF NFkB block: inhibitors of PAF-induced NF-kB signaling, primary screen, cell-based, GFP fluorescence, uHTS. KKLEB NF-kB-GFP reporter, GFP fluorescence overnight. inhibition, % at 5 µM. 0.86% of 360,000 active. AID 588850, 2011;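 active = at least 50% inhibition at 5 µM, scaled per plate between neutral and stimulator controls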;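 also: PAF is a Pseudomonas aeruginosa culture filtrate used as stimulus; plate controls were PAF-stimulated DMSO wells for no effect and unstimulated DMSO wells for full effect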
HIF-2a block: HIF-2a reporter inhibitors, primary screen, luminescence, 786-0 RCC cells; 0.72% of 360,000 active; AID 624352, 2012; inhibition, % at 18.8 µM; 786-0 RCC cells HIF-2a reporter, luciferase luminescence, overnight;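 active = inhibition of the luminescence signal of 40% or more relative to plate controls, in a single-dose primary screen at 18.75 µM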
MITF TRPM1 inh: inhibitors of MITF-dependent TRPM1 promoter reporter, primary screen, cell-based, SK-MEL-5, single point, luciferase; SK-MEL-5 TRPM1 promoter luciferase, 24 h; inhibition, % at 12.5 µM; 0.83% of 330,000 active; AID 488899, 2010;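 active = mean inhibition across replicates of 60% or more, whatever share of single replicates reaches that level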; also: values of inactives mirror those of a sister screen read the other way
aDG glyco up: activators of alpha-DG glycosylation, primary screen, uHTS, Pro5-aDG cells, AlphaScreen | 0.22% of 360,000 active | activation, % at 10 µM | alpha-DG glycosylation AlphaScreen (IIH6); 0% Pro5, 100% B10-LARGE cell signal;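 active = activation of at least 8% versus controls, or a plate z-score of at least 8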;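 also: Pro5 are CHO cells carrying HIG-tagged alpha-DG that lacks glycosylation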
NR2E3 ag-1: inhibitors of NR2E3-RetCOR corepressor binding, primary screen, NR2E3 agonist project, biochemical, TR-FRET, GST-NR2E3, biotin-RetCOR; 1536-well; AID 2300, 2010; inhibition of corepressor binding, % at 4.78 µM; 0.12% of 320,000 active;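 active = percent inhibition above the cutoff of mean plus 3 SD of all tested compounds, set per screening campaign, cut at about 20% in these data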;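 also: 0% = DMSO wells and 100% = biotin wells as full block of FRET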
Target sequence (Q9Y5X4 whole entry, looked up): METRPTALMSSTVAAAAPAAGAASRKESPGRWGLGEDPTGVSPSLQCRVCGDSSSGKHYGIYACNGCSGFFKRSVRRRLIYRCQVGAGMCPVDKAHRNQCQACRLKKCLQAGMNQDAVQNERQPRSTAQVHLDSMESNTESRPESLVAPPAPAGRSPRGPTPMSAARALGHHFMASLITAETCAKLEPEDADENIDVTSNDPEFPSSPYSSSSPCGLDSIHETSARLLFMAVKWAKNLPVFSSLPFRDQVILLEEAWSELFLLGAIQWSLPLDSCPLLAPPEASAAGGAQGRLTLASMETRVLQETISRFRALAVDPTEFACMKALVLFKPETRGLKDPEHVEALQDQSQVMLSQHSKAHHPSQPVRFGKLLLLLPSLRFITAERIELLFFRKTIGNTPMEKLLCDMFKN
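System: GST-tagged NR2E3 plus biotinylated RetCOR corepressor; Buffer or medium: pH 7.5 Tris-based buffer; Probe or stimulus: RetCOR corepressor, biotinylated, 7 nM; Doses: compound at 4.8 µM, single dose; Schedule: 5 h incubation at 4 °C; Technique: time-resolved FRET; Evaluation: percent inhibition of TR-FRET ratio; Replication: one well per compound, singlicate testing.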
KKLEB tox: cytotoxicity in KKLEB CF airway cells, primary screen, cytotoxicity control for CF NF-kB inhibitor project, cell-based, uHTS, fluorescence assay plates. KKLEB CF airway cells viability, ATPlite luminescence, overnight; active compounds read low; cells stimulated with P. aeruginosa culture filtrate. activity change (cytotoxicity), % at 5 µM. 0.36% of 360,000 active. AID 602141, 2011;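 active = corrected activity change at or below -50% at 5 µM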
NR2E3 ag-2: NR2E3 agonists in two-hybrid cells, primary screen, cell-based, luminescence, CHO-S, Gal4-NCOR/VP16-NR2E3; Photoreceptor-specific nuclear receptor (Homo sapiens), Q9Y5X4; AID 602229, 2012; inhibition of corepressor binding, % at 3.98 µM; luciferase; 0.35% of 360,000 active;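 active = inhibition above the mean of all tested compounds plus 3 SD, cut at about 70% in these data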;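 also: 0% = DMSO with NR2E3 transfected cells and 100% = cells lacking NR2E3 construct; higher means lower luciferase signal from less NR2E3 corepressor binding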
Peg3 prom inh: Peg3 promoter-driven luciferase inhibitors, primary screen, cell-based, HeLa, luciferase luminescence; HeLa PEG-Prom luciferase reporter, overnight; inhibition, % at 20 µM; 1.7% of 360,000 active; AID 588405, 2011;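 active = inhibition of at least 50% at 20 µM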
iPSC survival up: enhancers of single-cell hiPSC survival, primary screen, ATPlite luminescence. AID 602274, 2012. 100% = ROCK inhibitor wells, 0% = DMSO. survival enhancement, % at 20 µM. 0.044% of 360,000 active; in the data active = survival enhancement above about 18%;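 also: cells exposed to compounds for 16 hours before the ATP read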
Numbers without * were called inactive; · = not tested or not shown.

SMILES	Shn3 3UTR inh	TWEAK-Fn14 inh	CF NFkB block	HIF-2a block	MITF TRPM1 inh	aDG glyco up	NR2E3 ag-1	KKLEB tox	NR2E3 ag-2	Peg3 prom inh	iPSC survival up
CC1CCC2(CC1)NC(=O)N(CC(=O)NC(=O)Nc1ccc3c(c1)OCCO3)C2=O (centres undefined)	1.6	50.0*	-17.4	6.1	-13.9	0.1	3.6	12.2	20.3	-7.6	-0.3
O=C(COC(=O)c1cc2ccccc2o1)c1ccccc1	-8.4	3.0	5.7	-12.4	11.7	0.1	0.8	4.8	-12.7	0.2	1.9
COc1cc(-c2onc3ccc(Br)cc23)cc(OC)c1OC	3.4	-6.0	-23.8	1.3	0.6	-0.4	-1.3	6.6	-16.8	9.2	-0.4
CCC(C(=O)OCC(=O)NC(=O)c1ccccc1OC)c1ccccc1 (centres undefined)	0.3	-13.9	1.2	9.2	-4.2	-0.2	-2.6	-15.1	-4.7	-15.3	-0.1
CCCn1c(C)cc(=O)c2cc(NC(=O)c3cnccn3)ccc21	10.1	8.9	-15.6	15.8	7.0	0.2	7.7	-6.2	-9.1	17.1	1.9
COC(=O)[C@@H](NC(=O)N1CCC(Cc2ccccc2)CC1)C(C)C	-10.5	-8.7	-1.0	16.6	-3.9	0.0	-1.7	-11.0	-1.4	1.4	0.5
Cc1ccc(S(=O)(=O)N2CCN(C(=O)CCC(=O)N3CCc4ccccc43)CC2)cc1	6.0	4.5	-1.9	20.4	-0.4	0.2	-0.2	6.7	-19.1	16.1	8.4
O=C(CSCc1c(F)cccc1F)Nc1ccccc1	2.5	-34.4	-8.7	-265.3	-91.6	0.0	0.7	3.4	-4.1	-246.3	0.6
O=C(CCN1C(=O)/C(=C/c2ccccc2)SC1=S)N[C@@H](CO)Cc1ccccc1	-49.7	-4.3	29.5	49.9*	2.3	1.6	-0.2	-12.0	-16.9	80.3*	-0.7
O=c1[nH]c(-c2ccccc2)nc(CN2CCCCC2)c1O	6.2	14.5	-16.2	3.7	-2.4	0.1	·	-2.3	11.1	-5.4	-0.9

Reprinted from the part before: 2 compounds, followed by the next part.
SMILES	Shn3 3UTR inh	TWEAK-Fn14 inh	CF NFkB block	HIF-2a block	MITF TRPM1 inh	aDG glyco up	NR2E3 ag-1	KKLEB tox	NR2E3 ag-2	Peg3 prom inh	iPSC survival up
O=C(CCN1C(=O)/C(=C/c2ccccc2)SC1=S)N[C@@H](CO)Cc1ccccc1	-49.7	-4.3	29.5	49.9*	2.3	1.6	-0.2	-12.0	-16.9	80.3*	-0.7
O=c1[nH]c(-c2ccccc2)nc(CN2CCCCC2)c1O	6.2	14.5	-16.2	3.7	-2.4	0.1	·	-2.3	11.1	-5.4	-0.9
CN(C)/C=C/C1=CC(=O)CC(C)(C)C1	-15.9	-12.2	12.7	12.2	-0.7	0.0	2.7	5.7	6.0	9.0	1.0
CSCCC(NC(=O)CCN1C(=O)c2ccccc2C1=O)C(=O)O (centres undefined)	3.8	-3.4	22.0	11.5	3.6	0.0	-0.3	-15.8	-13.1	3.4	-0.7
CC1(C)CC(=O)C=C(c2ccc(-c3ccccc3)cc2)C1	-81.9	-16.0	-10.9	-376.6	-141.4	0.2	-0.8	0.4	-75.2	-458.5	-1.3
CSC1=NC2(CC(c3ccccc3)Oc3cc(O)ccc32)CC(C)(C)N1 (centres undefined)	-0.9	15.6	-24.3	-21.6	12.9	0.0	-1.2	3.8	-2.6	2.7	2.4
COc1cccc(-c2ccc(C#N)c(OC(=O)c3c(Cl)cccc3Cl)n2)c1	-16.2	38.3	25.1	23.6	-0.4	-0.3	-2.7	5.7	-30.5	34.5	-1.4
O=C(NCCOc1ccccc1)[C@@H]1CCCN1C(=O)c1cccs1	-17.4	-5.0	-26.6	-8.0	-14.1	0.0	·	12.2	2.2	-3.2	0.7
CC(C)c1cc(C(=O)N(C)C2CCCN(Cc3ccccc3F)C2)n(C)n1 (centres undefined)	0.6	6.9	-0.7	1.0	·	-0.2	·	-11.3	23.7	-6.2	3.3
Cc1cc(C(=O)CSc2nnc(-c3ccccc3)n2-c2ccccc2)c(C)n1-c1ncn[nH]1	0.0	-16.2	3.5	8.4	3.2	-0.1	-1.0	15.7	12.5	14.7	2.4
O=C(N/N=C/c1ccc(Br)cc1)c1ccccc1-n1cccc1	0.4	10.9	28.6	-29.4	16.9	0.0	4.2	-11.3	-33.1	21.8	0.9
COc1cccc(N2CCN(C(=O)c3ccccc3SCC(=O)NCc3ccco3)CC2)c1	-3.5	6.8	-14.7	-19.2	-2.4	-0.1	2.9	15.7	25.6	-7.8	1.5
Cc1ccccc1C(=O)OCC(=O)N(C)c1c(N)n(Cc2ccccc2)c(=O)[nH]c1=O	0.7	-4.8	0.1	7.3	-2.4	0.2	1.3	13.9	-4.6	9.0	-0.5
Cn1cccc1C(=O)OCC(=O)N1CCN(c2ccccc2)CC1	-5.6	-12.8	1.1	-28.9	-9.1	0.1	·	7.1	-8.9	-26.6	5.5
CC1Sc2ccc(S(=O)(=O)CCC(=O)NC3CCCCCC3)cc2NC1=O (centres undefined)	26.4	1.3	-2.7	11.7	3.2	0.2	0.2	3.9	-1.1	16.4	-0.3
CCOC(=O)CSc1nc2sc3c(c2c(=O)n1-c1ccc(OCC)cc1)CCN(C)C3	-6.3	-16.5	-18.5	13.8	-6.0	-0.1	-0.1	7.8	14.6	-0.1	0.6
CCn1c(SCC#N)nc2ccccc2c1=O	8.4	-12.4	0.1	11.7	5.8	0.1	2.4	-9.3	0.6	13.9	0.1
CCOc1ccc(NC(=O)CC(NC(C)=O)c2ccccc2)cc1S(=O)(=O)N1CCCC1 (centres undefined)	-1.7	-6.6	-3.2	1.9	-15.2	0.0	2.1	-5.0	-1.1	-2.0	-0.5
C/C(CC(=O)Nc1ccc(Cl)cc1Cl)=N\NC(=O)c1ccncc1	10.7	4.8	-4.2	0.5	-2.0	0.2	-0.9	-1.0	-17.4	-24.3	-0.8
CC(=O)c1cccc(NC(=O)COc2ccc(S(=O)(=O)N3CCOCC3)cc2)c1	-11.1	10.0	-0.6	9.8	-11.7	0.0	0.8	16.2	-2.2	11.0	0.2
O=C1Nc2cc(Cl)c(Cl)cc2N(O)N1c1cccc(Cl)c1	-11.4	-10.6	7.2	10.9	-4.1	-0.2	0.9	1.1	-11.9	-9.0	-0.4
O=C(O)c1ccc2c(c1)C(=O)N(c1cc([N+](=O)[O-])ccn1)C2=O	0.7	-18.9	-8.9	11.4	-6.8	0.0	3.1	6.2	11.6	12.0	-0.7
Cn1ccnc1SCCNC(=O)C1CCC(=O)N(Cc2ccc(Cl)cc2)C1 (centres undefined)	-29.1	16.9	11.9	0.9	2.3	0.4	0.7	-2.8	-22.6	6.3	0.4
Cc1ccc(CN2C(=O)CCC2C(=O)NCc2ccco2)cc1 (centres undefined)	-3.9	-9.8	-10.2	24.3	-4.8	-0.1	0.6	-16.9	-17.5	-5.3	-3.0
O=C(Cn1ncc(N2CCOCC2)c(Br)c1=O)c1ccc(Cl)cc1	-24.1	-1.3	9.1	-94.6	-37.0	0.0	-3.1	-7.9	-18.4	-89.5	1.7
Clc1ccc(-c2nc3ccc(Br)cn3c2Cc2cccc(Cl)c2)cc1	-16.9	-9.0	30.5	-214.7	·	0.2	·	-18.2	25.5	-105.0	-1.6
Cc1cc(S(=O)(=O)Nc2ccc3c(c2)COC3=O)ccc1F	5.7	-13.2	-0.8	-11.2	-0.9	-0.3	1.9	-6.0	-13.4	8.5	2.7
CC(=O)Nc1ccc(S(=O)(=O)Nc2cccc(-c3cn4cccnc4n3)c2)cc1	-5.0	-17.0	-6.2	14.0	-5.0	-0.7	2.2	7.3	-41.3	11.8	-0.6
O=C(NCCc1c[nH]c2ccccc12)c1ccc([N+](=O)[O-])o1	-5.9	39.0	70.1*	4.9	·	0.8	·	-8.4	-16.4	2.5	-0.8
Cc1ccccc1-n1c(-c2ccco2)n[nH]c1=S	0.2	9.9	10.0	2.0	-2.6	0.0	-0.4	-10.4	-13.9	5.7	-0.3
Cc1ccccc1N(C(=O)Cn1nnc(-c2ccc(F)cc2)n1)C(C(=O)NC(C)(C)C)c1ccncc1 (centres undefined)	14.9	13.2	16.9	14.4	-0.1	1.6	4.4	-9.0	-5.2	8.2	0.1
COc1ccccc1CNC(=O)c1ccc(CS(=O)(=O)c2ccccc2)o1	-6.5	-11.6	10.9	-3.5	3.3	-0.1	1.0	0.8	-5.4	-2.7	-2.0

Four entries from above, ordered by the value under NR2E3 ag-2, smallest number first:
SMILES,NR2E3 ag-2
COc1ccccc1CNC(=O)c1ccc(CS(=O)(=O)c2ccccc2)o1,-5.4
Cc1ccccc1C(=O)OCC(=O)N(C)c1c(N)n(Cc2ccccc2)c(=O)[nH]c1=O,-4.6
CSC1=NC2(CC(c3ccccc3)Oc3cc(O)ccc32)CC(C)(C)N1 (centres undefined),-2.6
CN(C)/C=C/C1=CC(=O)CC(C)(C)C1,6.0

Later entries.
SMILES	Shn3 3UTR inh	TWEAK-Fn14 inh	CF NFkB block	HIF-2a block	MITF TRPM1 inh	aDG glyco up	NR2E3 ag-1	KKLEB tox	NR2E3 ag-2	Peg3 prom inh	iPSC survival up
O=C(CN(Cc1ccccc1)C(=O)CCC(=O)Nc1ccccn1)NCc1ccco1	-0.7	-1.9	2.0	6.7	-10.4	-0.2	4.5	2.4	5.2	17.6	-1.5
CSc1ccccc1OCc1cc(C(=O)NCc2cccc(C)n2)no1	-92.9	-11.2	-11.8	-242.4	-93.0	0.2	5.4	5.4	-66.9	-316.4	0.1
CC(C)C[C@H](NC(=O)C1CCN(S(=O)(=O)c2ccccc2)CC1)C(=O)NCc1cccnc1	14.0	18.2	2.0	2.9	8.7	-0.1	0.8	3.2	18.5	2.2	-0.1
COc1ccc(NC(=O)c2c3c(nc4ccccc24)CCC3)cc1	-0.4	-1.4	20.6	4.0	-1.4	0.0	1.7	-33.8	-3.5	11.2	-0.2
O=C(Cc1cccc2ccccc12)NNC(=O)Nc1cccc(Cl)c1	·	-4.5	11.0	29.0	3.4	0.4	-0.6	-8.4	7.0	12.5	-0.3
CC(C)C1C(=O)N(Cc2cn(CCC3OCCO3)nn2)CCS(=O)(=O)N1Cc1ccc(-c2ccccc2)cc1 (centres undefined)	-5.0	11.4	18.7	0.9	·	0.1	·	-10.6	-34.3	31.2	-1.7
O=C(Nc1ccc(NC(=O)c2cccnc2)cc1)c1ccccc1	-20.0	11.5	13.0	0.1	-7.6	0.0	-1.7	-0.7	-6.6	-10.4	0.6
CCCCC(=O)OCc1c(-c2ccccc2)ncc2ccccc12	9.7	9.2	16.2	-26.7	7.1	0.5	-0.2	-2.4	-4.8	-9.5	-1.8
